SIAE inh: human SIAE inhibition, primary screen; Q9HAT2; SIAE FP-Rh probe binding, fluorescence polarization; inhibition, % at 9.66 µM; 370,000 compounds, 0.69% hits; AID 1053197;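 active means inhibition above a cutoff: mean of compounds within the control limits plus 3 SD of those, cut at about 17% in these data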;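 further: 0% = plate median of compound wells and 100% = probe without SIAE protein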
ABHD4 inh: inhibits mouse alpha/beta hydrolase domain 4; AID 720543; inhibition, % at 8.92 µM; 370,000 compounds, 0.54% hits; Q8VD66; purified mABHD4, FP-Rh probe fluorescence polarization;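 active means inhibition exceeding the mean over every tested compound plus 3 SD, cut at about 30% in these data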;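 further: 0% = plate median of compound wells and 100% = S159A mutant with DMSO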
Target sequence (Q8VD66 whole entry, looked up, the tested form may be a part): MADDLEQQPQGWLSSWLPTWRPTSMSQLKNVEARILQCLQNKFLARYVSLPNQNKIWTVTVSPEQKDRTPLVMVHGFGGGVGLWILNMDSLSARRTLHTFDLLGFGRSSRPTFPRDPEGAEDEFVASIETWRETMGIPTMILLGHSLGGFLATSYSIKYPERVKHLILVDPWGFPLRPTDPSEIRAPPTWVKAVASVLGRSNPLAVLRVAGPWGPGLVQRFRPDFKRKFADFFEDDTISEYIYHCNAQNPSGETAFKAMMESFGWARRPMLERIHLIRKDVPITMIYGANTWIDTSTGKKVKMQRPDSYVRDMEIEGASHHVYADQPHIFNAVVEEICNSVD
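assay system = mABHD4 protein | compound dosing = single nominal dose of 8.92 µM, 0.89% DMSO final | read-out basis = percent inhibition of probe binding, normalized to plate controls | schedule = Enzyme–compound pre-incubation 45 min, then probe 60 min, both 25 °C | detection = fluorescence polarization, excitation 525 nm, emission 598 nm, BODIPY TMR filters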
LEDGF integ inh: blocks HIV-1 LEDGF/p75-dependent DNA integration | inhibition, % at 3.7 µM | AID 743269 | TR-FRET IN-LEDGF/p75 DNA integration, Eu/Cy5 | 370,000 compounds, 0.64% hits;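 active means inhibition above the screen-wide mean plus 3 SD, cut at about 13% in these data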;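 further: signal is the Cy5 over europium emission ratio at 671 and 618 nm; 0% = plate median of compound wells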
HTRA1 inhibitor: blocks human HTRA1 serine peptidase; recombinant HTRA1, FP-rhodamine activity-based probe, fluorescence polarization; Q92743; inhibition, % at 5.96 µM; 340,000 compounds, 0.5% hits; in the data active means inhibition above about 36%;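 further: 0% = enzyme with DMSO and 100% = wells lacking enzyme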
TCR-CD3 inh: human TCR-CD3 binding inhibition | TAMRA-labeled TCR probe fluorescence, biochemical | inhibition, % at 9.4 µM | 360,000 compounds, 0.37% hits; in the data active means inhibition above about 19%;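 further: recombinant mutant TCR 2C K166C tagged with TAMRA read by polarization; 0% = receptor in buffer alone and 100% = receptor with positive control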
PG9 Ab binder: PG9 antibody binding by small molecule; TR-FRET gp120-PG9 antibody binding; inhibition, % at 6.7 µM; 360,000 compounds, 0.43% hits; AID 624416; in the data active means inhibition above about 8.5%
TDP2 inh: blocks human TDP2 phosphodiesterase activity; O95551; recombinant TDP2, T5PNP hydrolysis, p-nitrophenol absorbance 415 nm; inhibition, % at 12.8 µM; 370,000 compounds, 0.34% hits; AID 720702;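 active means inhibition above the mean of all tested compounds plus 3 SD, set per campaign, cut at about 25% in these data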;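 further: 0% = DMSO with enzyme and 100% = buffer with substrate but no TDP2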
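Test system: Human TDP2 enzyme | Reagent: 5 mM T5PNP | Compound dosing: 12.8 µM single point, 1% DMSO | Incubation: Enzyme reaction with compound for 2 h at 37 °C | Technique: p-Nitrophenol epi absorbance | Read-out: % inhibition relative to enzyme-containing and enzyme-free wells | Benchmarks: High control without enzyme, low control DMSO plus TDP2 | Replicates: Singlicate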
UHRF1 binding: blocks human UHRF1 binding to methylated DNA | Q96T88 | UHRF1 binding to methylated oligo, TR-FRET | inhibition, % at 4.4 µM | 370,000 compounds, 0.75% hits | AID 687016; in the data active means inhibition above about 21%;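 further: UHRF1 SRA domain binding a hemimethylated CpG hairpin DNA probe; 0% = median of test compound wells and 100% = reference inhibitor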
Target sequence (Q96T88 whole entry, looked up, the tested form may be a part): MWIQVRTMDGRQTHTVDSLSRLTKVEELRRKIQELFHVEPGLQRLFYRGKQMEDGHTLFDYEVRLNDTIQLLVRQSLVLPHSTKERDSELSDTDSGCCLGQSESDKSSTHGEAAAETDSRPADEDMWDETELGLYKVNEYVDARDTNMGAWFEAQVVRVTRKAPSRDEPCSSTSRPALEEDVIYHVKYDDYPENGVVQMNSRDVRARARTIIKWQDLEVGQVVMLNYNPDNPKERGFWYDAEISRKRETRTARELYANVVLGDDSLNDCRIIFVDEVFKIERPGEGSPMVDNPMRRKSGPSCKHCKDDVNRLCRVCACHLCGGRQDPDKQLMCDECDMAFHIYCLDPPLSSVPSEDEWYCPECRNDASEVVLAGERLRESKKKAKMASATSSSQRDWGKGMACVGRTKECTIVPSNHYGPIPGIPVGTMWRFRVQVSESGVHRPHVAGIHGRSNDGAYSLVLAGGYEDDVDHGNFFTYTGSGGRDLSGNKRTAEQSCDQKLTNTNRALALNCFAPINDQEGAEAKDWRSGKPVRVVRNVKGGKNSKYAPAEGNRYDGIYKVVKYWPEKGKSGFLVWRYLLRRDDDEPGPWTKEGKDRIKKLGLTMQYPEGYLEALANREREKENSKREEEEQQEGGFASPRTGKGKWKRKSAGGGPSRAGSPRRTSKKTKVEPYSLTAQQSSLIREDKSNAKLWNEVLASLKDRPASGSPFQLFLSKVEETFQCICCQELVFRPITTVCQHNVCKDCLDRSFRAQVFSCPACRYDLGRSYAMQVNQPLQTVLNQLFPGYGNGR
PRMT1 FP inh: blocks human protein arginine methyltransferase 1; Q99873; recombinant PRMT1, activity-based probe fluorescence polarization; inhibition, % at 2.79 µM; 370,000 compounds, 1.3% hits; AID 652257;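 active means inhibition above about 21% made by adding two undisclosed values, limit read from the data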
DDE Tn7 FP inh: disrupts Tn7 cyclic peptide binding to fibrin D-Dimer-E complex. P02675. FP displacement of FITC-Tn7 peptide from fibrin DD(E); 0% = median of compound wells per plate. inhibition, % at 8.3 µM. 370,000 compounds, 0.13% hits;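 active means inhibition above the mean of compounds falling within the control limits plus 3 SD of them, cut at about 14% in these data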;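 further: 0% = plate median of compound wells and 100% = 10 µM Aha-Tn7 peptide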
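Test system: human clot-derived fibrin DD(E) complex / Quantity: 2 µM final DD(E) protein / Incubation: 10 min plus 3 h, room temperature / Measured by: fluorescence polarization / Benchmarks: high control of 10 µM Aha-Tn7 peptide / Replicates: singlicate testing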
An asterisk follows results filed as active; / = no result given. This is a random part of the collection; any-hit rate near 4.2%.

SMILES	SIAE inh	ABHD4 inh	LEDGF integ inh	HTRA1 inhibitor	TCR-CD3 inh	PG9 Ab binder	TDP2 inh	UHRF1 binding	PRMT1 FP inh	DDE Tn7 FP inh
CN1OC[C@@H]2CN(C(=S)NCCc3ccccc3)[C@H](c3ccc(N4CCCCC4)cc3)C[C@@H]21	3	0	2	/	-2	-0.6	3	1	-4	-7
COC(=O)c1[nH]c2cc(OC)ccc2c1NC(=O)CCN1CCN(c2ccccc2)CC1	2	8	-1	-2	7	-3.2	1	0	2	3
C=CCC(O)(CC=C)C(C)N (centres undefined)	3	3	-3	4	1	0.5	8	-1	1	1
Cc1ccc(-n2nc3c(=O)n(CC(=O)NCCc4ccccc4C)nc(C)c3c2C)cc1	6	-3	1	-5	2	-0.4	3	2	-1	-2
CCOc1cnc(C(=O)NNC(=O)c2ccccc2Br)o1	-3	-1	-3	6	-2	-2.8	-3	1	0	6
O=C(NC1CCCC1)c1ccccc1-c1nc2ccccc2[nH]1	-8	-3	1	2	4	-0.5	1	-1	-1	-6
Cc1c(-c2ccccc2Cl)nc2ccccc2c1C(=O)O	-2	4	-3	3	5	-1.9	-4	3	0	-5
CN(C)S(=O)(=O)c1ccc(C(=O)OCC(=O)Nc2sc3c(c2C#N)CCCCC3)cc1	-3	2	1	-3	2	5.0	6	0	1	2
Nc1cc(=O)nc(SCC(=O)Nc2cccc3ccccc23)n1CCc1ccccc1	0	-18	-1	-23	-1	-0.7	3	1	1	4
CN(CC(=O)Nc1cccc(F)c1)C(=O)C1CCN(S(=O)(=O)c2ccc3c(c2)OCCO3)CC1	-6	-2	0	-14	5	-0.8	2	0	-1	8
CC(=O)Nc1ccc(NC(=O)COC(=O)c2ccccc2C(=O)c2ccccc2)cc1	1	-8	5	-1	7	-2.5	-12	0	1	-4
NC(=O)C1CCN(C(=O)/C=C/c2ccco2)CC1	-1	-9	-4	2	5	-1.4	-1	2	1	-1
O=C(c1ccccc1)N1CCN(S(=O)(=O)c2ccc(Cl)c(C(F)(F)F)c2)CC1	0	0	2	5	6	1.4	-4	-1	-1	-6
COc1ccc(NS(=O)(=O)c2ccc(OCC(=O)N3CCCC3)cc2)cc1	2	1	-1	1	4	-1.4	-4	1	2	-6
N/C(=N\OC(=O)Cc1ccc(-c2ccccc2)cc1)c1cccc([N+](=O)[O-])c1	-1	-5	-2	-14	8	-1.1	0	1	2	14*
CN(C(=O)COC(=O)c1cc(-c2ccco2)nc2ccccc12)C1CCS(=O)(=O)C1 (centres undefined)	16	9	31*	16	31*	-3.2	-6	52*	22*	5
Cc1cc(C)cc(N2Cc3ccccc3C2)c1	-4	5	3	1	5	-1.5	4	-1	-2	3
N#CCOC(=O)C1CCN(S(=O)(=O)c2ccc3c(c2)OCCO3)CC1	6	3	-3	-3	-5	2.8	-1	-4	3	6
CN(CC(=O)NCc1ccccc1Cl)S(=O)(=O)c1cccs1	-6	-6	-1	-2	1	-2.7	-14	2	-4	0
O=C(O)c1c(-c2ccccc2)oc2ccc(O)cc12	-4	-9	-1	9	0	0.4	5	0	-1	6
Cc1nc2ccccc2n1C(=O)c1ccccc1[N+](=O)[O-]	0	5	0	1	11	0.1	1	-2	2	2
CC(C)(C)NS(=O)(=O)CC12CCC(CC1=O)C2(C)C (centres undefined)	2	7	-2	1	-2	-0.8	-3	0	-2	-5
O=C(Cn1nnnc1CN1CCOCC1)N1CCC(c2cccc(Cl)c2)C1 (centres undefined)	-3	-3	-1	3	-3	-0.6	-5	5	-2	-7
CCCCC1=NN(C(=O)c2cocc2C)C(O)(C(F)(F)F)C1 (centres undefined)	-7	4	1	1	-6	1.3	6	-4	1	-2
CNC(=S)Nc1ccc(OC)c(OC)c1	1	5	-1	-1	2	0.4	-7	0	-3	4
COCCCNC(=O)CNC(=O)c1cn(-c2ccccc2OC)c(=O)c2ccccc12	10	6	-5	1	3	-0.1	8	-1	-2	5
CN(C)c1ccc(/C=N/NC(=O)CN2CCCCC2)cc1Br	-5	0	-4	5	-7	-1.1	4	1	1	4
c1ccc2c(c1)[nH]c1c(N3CCCC3)ncnc12	2	-1	-4	2	8	-2.5	6	0	1	1
S=C(NCCN1CCOCC1)N/N=C/c1ccccc1	2	0	-4	-2	-2	-0.3	-10	-1	3	0
C[C@@H]1CN([C@@H](C)CO)C(=O)CCCn2nncc2CO[C@H]1CN(C)C(=O)OCc1ccccc1	-8	2	1	1	-1	1.1	2	0	-1	3
COc1ccc(CN2CCNC(=O)C2CC(=O)NCCc2nc(C)c3c(n2)CCC3)cc1C (centres undefined)	-2	3	-1	-1	6	-3.1	-8	-1	1	-2
Cc1ccc(NC(=O)C2CC(=O)n3ncnc3N2)cc1 (centres undefined)	5	-4	-3	2	4	0.5	4	0	0	8
O=C(CSc1nnnn1C1CCCC1)N1CCOCC1	-3	5	-5	0	-2	1.9	2	-1	2	7
CCC12CCCN3CCC4(C(=C(C(=O)OC)C1)Nc1ccccc14)C32 (centres undefined)	-4	6	0	-1	5	-1.9	-15	-1	10	-3
Cc1cccc(NC(=O)c2cccc(NC(=O)c3ccccc3)c2)n1	-2	-4	4	-18	-5	-2.8	-6	3	-3	-7
CCOc1ccc(C2C(C#N)=C(C)NC3=C2C(=O)c2ccccc23)cc1 (centres undefined)	-5	-1	-1	-2	5	-3.5	1	-4	-2	4
CCc1ccc(S(=O)(=O)NCCOc2cccc3cccnc23)cc1	1	-4	2	-3	3	-1.9	-3	-2	-1	0
COc1ccc(OC(=O)c2ccc3nsnc3c2)cc1	-1	-3	2	2	8	-1.4	-4	0	1	-2
CCCn1c(SCC(=O)NNC(=O)c2ccc(OC)cc2)nnc1C(C)C	-6	-1	1	-4	10	-2.9	-7	0	-1	-7
C#CCNC(=O)C[C@@H]1C(=O)N(CCc2ccc(Cl)cc2)C2=CCCCC[C@]21C(=O)OC	-4	1	2	/	/	/	6	1	-5	-2
CC(=O)Nc1ccc(NC(=O)[C@@H]2CCCC[C@@H]2C(=O)O)cc1	-3	-5	-10	0	-6	-3.2	-4	5	8	-1
COc1ccc(CCNC(=O)C2CCN(S(=O)(=O)c3ccc(F)cc3)CC2)cc1	0	4	-1	4	4	0.7	1	2	3	3
CCn1cc(CN(C)S(=O)(=O)c2ccc3ccccc3c2)c(C)n1	-6	-5	-4	3	0	1.2	0	1	-1	4
CN1CCN(C(=S)NC(=O)/C=C/c2cccc3ccccc23)CC1	1	4	-4	-1	2	-2.2	-11	-4	-1	-3
O=S(=O)(Nc1ccc(N2CCOCC2)cc1)c1ccc2ccccc2c1	1	11	-1	9	3	0.8	5	4	3	3
CC(C)(C)C(=O)Nc1ccccc1C(=O)NCCC(=O)Nc1ccccc1	4	-3	1	-6	-1	0.4	-3	-1	1	-11
COc1ccc(C(C)=O)cc1CC1(C)C(=O)Nc2ccc(-c3ccccc3OC)cc21 (centres undefined)	-1	-8	-4	/	-3	-0.3	3	0	3	9
CCCCCCCSc1nc(N)cc(=O)[nH]1	-5	9	-2	5	6	-0.1	3	3	0	9

A second format for 3 compounds above.
Structure | SIAE inh | ABHD4 inh | LEDGF integ inh | HTRA1 inhibitor | TCR-CD3 inh | PG9 Ab binder | TDP2 inh | UHRF1 binding | PRMT1 FP inh | DDE Tn7 FP inh
O=S(=O)(Nc1ccc(N2CCOCC2)cc1)c1ccc2ccccc2c1 | 1 | 11 | -1 | 9 | 3 | 0.8 | 5 | 4 | 3 | 3
CC(C)(C)C(=O)Nc1ccccc1C(=O)NCCC(=O)Nc1ccccc1 | 4 | -3 | 1 | -6 | -1 | 0.4 | -3 | -1 | 1 | -11
COc1ccc(C(C)=O)cc1CC1(C)C(=O)Nc2ccc(-c3ccccc3OC)cc21 (centres undefined) | -1 | -8 | -4 | / | -3 | -0.3 | 3 | 0 | 3 | 9

(continued)
SMILES	SIAE inh	ABHD4 inh	LEDGF integ inh	HTRA1 inhibitor	TCR-CD3 inh	PG9 Ab binder	TDP2 inh	UHRF1 binding	PRMT1 FP inh	DDE Tn7 FP inh
CCOc1ccccc1N(CC(=O)NC1CCCCC1)C(=O)c1nsc(Cl)c1Cl	-7	4	1	-3	-3	-0.8	7	22*	2	4
O=C(CSc1nnc([C@@H]2CCCN2)o1)c1ccc(Cl)cc1	6	-6	-3	0	1	0.5	10	-1	6	0
COc1ccccc1C1CC(c2cccs2)=Nc2ccccc2S1 (centres undefined)	11	3	0	-14	0	-1.9	11	-2	81*	9
Cc1c(C(=O)O)oc2c1/C(=N\O)CC(C)(C)C2	-2	9	-1	-1	-6	-1.1	4	-1	1	2
O=Cc1ccc2cccnc2n1	6	1	1	4	0	-1.8	12	2	1	-6
CCCC(=O)NC(=S)Nc1ccc(CN2CCOCC2)cc1	-1	-9	5	5	3	-2.9	-10	-2	-2	-2
CC1CCCN(c2ccc3nc4ccccc4c(=O)n3n2)C1 (centres undefined)	2	2	-2	3	3	-1.8	8	0	2	-4
CC(C)COCC(O)CC(Cc1ccccc1)C(=O)NN (centres undefined)	6	0	0	-8	6	-1.0	-14	-2	-6	-2
COC(=O)c1cncc(C)c1	-2	-3	-3	-4	6	-1.1	-7	-1	-4	6
O=C(Cc1ccccc1)NCC(=O)N1CCN(c2ccccc2)CC1	-1	6	1	-3	-5	-3.8	-1	-1	2	5
Cc1cc(C(=O)COC(=O)c2ccc[nH]c2=O)c(C)n1CCc1ccc(F)cc1	-2	14	-3	-1	-5	-1.1	8	1	-1	-5
O=C1NC(Cc2ccccc2)c2nc3ccc(Br)cc3c(=O)n2-c2cc(Cl)ccc21 (centres undefined)	-6	-4	-4	/	3	-0.1	-9	4	-2	1
CCCCCc1ccc(S(=O)(=O)Nc2cc(C)ccn2)cc1	-3	-7	-4	0	-4	-1.8	-5	2	7	3
CN(CC(=O)Nc1ccc(Cl)cc1)C(=O)c1ccc(NS(=O)(=O)c2ccc3[nH]c(=O)[nH]c3c2)cc1	-10	-14	-4	-7	-1	1.8	8	1	4	3
CC(C)Oc1ccc(/C(O)=C2/C(=O)C(=O)N(CCCn3ccnc3)C2c2cccnc2)cc1 (centres undefined)	-1	3	3	2	4	1.2	10	2	2	-4
COc1cc(CC(=O)NCC(C)(C)N2CCOCC2)cc(OC)c1OC	-2	-5	4	5	1	-2.9	7	1	-1	5
CCNC(=O)NC(=O)CSc1ccc(S(=O)(=O)N2CCCCC2)cn1	1	-3	0	-3	1	0.6	4	-2	-1	5
COCCCNC(=O)c1ccccc1SC	5	11	-1	2	-5	0.1	0	-1	5	3
Cc1c(/C=N/NC(=O)c2ccc3c(c2)OCO3)cnn1C	1	1	-1	-4	5	-2.2	7	-3	2	-1
COc1ccc(C(=O)Nc2ccnn2C2CCN(C3CCC3)CC2)cc1	1	13	-1	-3	-1	-0.4	-8	-1	-3	-2

Screening data deposited in PubChem by The Scripps Research Institute Molecular Screening Center.
